# Cardio protect: cardioprotection against H2O2-induced cell death, primary screen, uHTS, H9c2 cells, ATPLite luminescence; protection from H2O2 cell death, % at 20 µM; 360,000 tested, 0.63% active; AID 588492, 2011; H9c2 cardiomyocytes, H2O2 injury protection, 2 h;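 active = compounds giving at least 50% protection of heart cells from peroxide-induced death in the single-dose screen, raw or plate-pattern-corrected value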;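 also: 0% = DMSO wells with peroxide and 100% = DMSO wells without peroxide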
# Glyco luc inh: increase of ERlucT glycosylation luciferase signal, primary screen, N-linked glycosylation inhibitor project, D54 ERlucT cells, luminescence, set 2; reporter increase, % at 12.5 µM; AID 588692, 2011; D54 ERlucT glycosylation luciferase reporter, 24 h; percent of 100 nM tunicamycin response; 360,000 tested, 0.23% active;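 active = mean luciferase reporter signal, scaled so untreated is 0 and the glycosylation-blocking control 100, at or above a set limit in every replicate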;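 also: luciferase carries N-glycosylation sites so blocking glycosylation raises the light; 0% = median of neutral control wells and 100% = median of 100 nM tunicamycin wells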
# ABHD5-PLIN5 inh: ABHD5-PLIN5 interaction inhibitors, primary screen, cell lysate, split luciferase complementation, luminescence; Perilipin-5 (Homo sapiens) + 1-acylglycerol-3-phosphate O-acyltransferase ABHD5 (Homo …; Split G. princeps luciferase complementation, 4 h; inhibition, % at 4 µM; 360,000 tested, 0.78% active; AID 602281, 2012;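 active = inhibition above the mean inhibition across every tested compound plus 3 SD, cut at about 22% in these data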;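 also: 0% = DMSO only wells and the 100% control is not disclosed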
# Target sequence (Q00G26 whole entry, looked up): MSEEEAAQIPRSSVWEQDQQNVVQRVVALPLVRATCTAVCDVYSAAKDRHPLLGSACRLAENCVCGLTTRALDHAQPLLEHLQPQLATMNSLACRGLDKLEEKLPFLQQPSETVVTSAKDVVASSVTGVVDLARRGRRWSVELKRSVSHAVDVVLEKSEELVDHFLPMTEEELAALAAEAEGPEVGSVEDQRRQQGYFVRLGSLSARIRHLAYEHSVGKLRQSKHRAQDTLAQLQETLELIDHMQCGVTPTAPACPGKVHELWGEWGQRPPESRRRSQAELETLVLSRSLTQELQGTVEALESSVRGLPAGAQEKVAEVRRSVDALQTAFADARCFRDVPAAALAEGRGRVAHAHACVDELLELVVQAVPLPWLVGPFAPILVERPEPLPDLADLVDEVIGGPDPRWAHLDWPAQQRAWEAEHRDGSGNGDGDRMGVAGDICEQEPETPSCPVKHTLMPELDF
# Target sequence (Q8WTS1 whole entry, looked up): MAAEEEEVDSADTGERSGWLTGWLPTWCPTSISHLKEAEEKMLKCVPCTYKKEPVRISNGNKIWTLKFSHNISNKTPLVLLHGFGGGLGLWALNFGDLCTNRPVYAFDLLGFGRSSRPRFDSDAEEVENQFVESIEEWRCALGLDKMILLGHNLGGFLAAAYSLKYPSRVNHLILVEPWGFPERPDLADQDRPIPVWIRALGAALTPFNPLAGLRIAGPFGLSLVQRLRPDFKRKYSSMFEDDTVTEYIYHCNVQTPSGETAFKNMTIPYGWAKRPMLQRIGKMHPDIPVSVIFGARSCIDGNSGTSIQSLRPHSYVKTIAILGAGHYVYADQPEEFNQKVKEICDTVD
# m5-HT2A agonist: mouse Htr2a agonists via beta-arrestin recruitment, primary screen, cell-based, luminescence | 360,000 tested, 0.66% active | AID 624169, 2012 | 5-hydroxytryptamine receptor 2A (Mus musculus), P35363 | CHO-K1 mHTR2A beta-arrestin complementation; percent of 30 µM serotonin response | activation, % at 7.6 µM;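 active = activation above a run cutoff, the mean activation of all tested compounds plus 3 SD, cut at about 14% in these data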;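 also: 0% = plate median of compound wells and 100% = 30 µM serotonin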
# MC4R antagonist: MC4R antagonists of cAMP signaling, primary screen, cell-based, TR-FRET, antagonist arm of biased-ligand search; 360,000 tested, 0.48% active; MC4R-expressing cells, MTII-stimulated cAMP, LANCE TR-FRET; Melanocortin receptor 4 (Homo sapiens), P32245; inhibition, % at 6.5 µM;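 active = inhibition above its plate's cutoff, the mean of tested wells on that plate plus 3 SD, cut at about 29% in these data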;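 also: 0% = Melanotan II alone and 100% = Melanotan II plus saturating MCL0020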
#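 Test system: U2OS cells stably expressing human melanocortin 4 receptor (MC4R); also added: Melanotan II challenge; compound: 6.5 µM single dose; timing: 30-min compound preincubation, 1-h Melanotan II challenge, 1-h detection, room temperature; signal: Eu-cAMP/anti-cAMP TR-FRET, emission 671 nm; repeats: one well per compound, no replicates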
# PDI inh: inhibitors of human PDI, primary screen, biochemical, turbidity, single point, plate reader | AID 588391, 2011 | inhibition, % at 10 µM | PDI insulin aggregation turbidity, A650, 90 min | 350,000 tested, 0.052% active;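 active = mean inhibition across replicates of 30% or more, whatever share of single replicates reach that level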;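 also: absorbance from insulin aggregation driven by PDI reduction with DTT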
# Granule exo inh: LAMP-1 surface exposure blockers, TALL-104 cells – cell-based, flow cytometry, MLPCN library, primary screen; TALL-104 LAMP-1 surface exposure; cells stimulated with thapsigargin and PMA; inhibition, % at 10 µM; 360,000 tested, 0.66% active; AID 651702, 2012;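 active = inhibition above about 55%, limit read from the data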
# MC4R ag barr: MC4R agonists recruiting beta-arrestin, primary screen, cell-based, luminescence, agonist arm of biased-ligand search; Melanocortin receptor 4 (Homo sapiens), P32245; U2OS MC4R beta-arrestin complementation; percent of melanotan II response, DMSO zero; activation, % at 8.9 µM; 360,000 tested, 0.98% active; AID 540308, 2011;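 active = activation above a per-plate cutoff, the mean activation of sample wells on that plate plus 3 SD, cut at about 8% in these data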
# CaV13 ICDI inh: Disruptors of the CACNA1D IQ motif to Ca2+-dependent inactivation inhibitor domain association, primary screening, Förster resonance energy transfer in intact living … | HEK cells, CFP/YFP FRET ICDI-IQ, plate reader, 10 min; percent FRET-ratio fall versus neutral wells | 340,000 tested, 0.098% active | inhibition, % at 12.3 µM;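 active = mean replicate inhibition of at least 30% and at least 1% of replicates passing that level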;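 also: 0% = median of the neutral control wells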
# ABCB6 inh 2: ABCB6 transporter inhibitors, primary screen, K562-ABCB6 cells, flow cytometry, MLPCN library; ATP-binding cassette sub-family B member 6 (Homo sapiens), Q9NP58; K562-ABCB6 porphyrin accumulation, 1 h; active compounds read low; 360,000 tested, 0.19% active; fluorescence ratio to DMSO, % at 10 µM;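 active = fluorescence ratio to DMSO below 75%, the collection mean minus 3 SD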;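 also: signal is porphyrin accumulated inside mitochondria; 100% equals median channel fluorescence of DMSO control wells; lower ratio means ABCB6 inhibition with less porphyrin fluorescence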
# An asterisk follows results filed as active; x = not tested or not shown.
SMILES,Cardio protect,Glyco luc inh,ABHD5-PLIN5 inh,m5-HT2A agonist,MC4R antagonist,PDI inh,Granule exo inh,MC4R ag barr,CaV13 ICDI inh,ABCB6 inh 2
COc1cc(C)ccc1OCc1cc(C(=O)N2CCN(C)C[C@@H]2c2ccccc2)no1,0,-1,-7,-11,-3,1,0,1.7,-2,101
CCOC(=O)c1cc([N+](=O)[O-])sc1NC(=O)CC,1,0,-2,0,-5,-2,4,-3.0,-2,95
C/C(=N/O)c1cccc(N2Cc3ccccc3C2)c1,1,0,-1,-4,-3,2,-1,-1.5,-4,99
CSc1ccccc1NC(=O)c1c(Br)cnn1C,1,2,1,-3,-2,-5,-3,-1.9,-1,101
NC(=O)[C@H]1CC2(CC(c3cccc(NC(=O)CC(c4ccccc4)c4ccccc4)c3)=NO2)CN1C(=O)c1ccccc1C(=O)c1ccccc1 (stereo partly specified),5,-1,17,-4,2,0,10,-0.6,-10,91
O=C(NC(=S)NCCC1=CCCCC1)c1cncc(Br)c1,-6,-4,-4,-2,2,-7,0,-0.5,-4,96
CCOC(=O)C1(CCc2ccccc2)CCN(C(=O)CCn2cncn2)CC1,4,-1,1,8,8,-3,2,-0.4,6,95
Clc1ccc(-c2nc3ccc(Br)cn3c2Cc2cccc(Cl)c2)cc1,-6,1,1,-4,x,x,-1,x,-4,94
Cc1ccc(-n2nnc(-c3nccs3)n2)cc1,-21,-22,8,-4,2,4,12,0.5,-5,91
COc1ccccc1CNC(=O)CN(c1cccc([N+](=O)[O-])c1)S(C)(=O)=O,-3,1,1,-3,26,1,-1,-1.8,-4,101
CN(C)CCNc1ncnc2oc(-c3ccccc3)c(-c3ccccc3)c12,7,2,15,-15,16,12,45,1.6,-5,94
Cc1cccnc1NC(=O)c1cc2ccccc2oc1=O,-16,-16,-9,-1,-4,0,-2,-2.1,-2,96
CSc1cccc(CN2CCCC(CNC(=O)c3ccco3)C2)c1 (stereo unspecified),-2,0,4,-8,3,3,-3,-2.5,-5,101
COc1ccc2c(C)nc(Nc3nc(-c4ccccc4)cc(=O)[nH]3)nc2c1,19,94*,-8,0,-17,-11,0,26*,-5,91
Cc1cc(OCCOCCN(C)C)ccc1Cl,-1,0,3,-2,-3,-7,-6,-0.9,-17,100
c1ccc2[nH]c(Cn3nnc4ccccc43)nc2c1,20,2,-5,-3,4,-6,59*,-0.8,-11,85
O=C(N/N=C/c1cc([N+](=O)[O-])ccc1O)c1cccc(NC(=O)c2cccc(Cl)c2)c1,56*,-2,-2,0,2,5,2,-0.3,-18,95
Cc1c(NC(=O)C(C)OC(=O)C(NC(=O)c2ccco2)C(C)C)c(=O)n(-c2ccccc2)n1C (stereo unspecified),6,-1,2,3,0,-1,0,0.1,-4,89
CCOC(=O)c1cc(S(=O)(=O)NCc2ccco2)cn1C,-3,1,4,2,-2,7,-19,1.0,-2,107
COc1ccc(NS(=O)(=O)c2cccc(C(=O)N3CCN(c4ccccc4O)CC3)c2)cc1,-3,1,3,-3,4,8,2,-1.8,x,100
CCOc1ccc(CCNC(=O)CN2C(=O)NC3(CCc4ccccc43)C2=O)cc1OCC (stereo unspecified),-2,0,7,-2,8,-4,-4,-2.9,-6,103
Cc1ccc(NC(=O)NNC(=O)c2cc3ccccc3cc2O)cc1C,2,2,-2,-5,1,-14,17,-1.1,-7,103
Cc1cc2cc(C)c3nnc(SCC(=O)N4CCN(C(=O)c5ccco5)CC4)n3c2cc1C,35,-4,6,5,10,1,6,2.0,-7,94
O=C1NC(=O)C2(CCCCCC2)N1,-5,-1,-7,-2,8,11,2,-1.8,-9,99
Cc1sc2nc(CN(Cc3cccs3)C(=O)C3CC3)[nH]c(=O)c2c1C,13,1,-9,-6,2,2,-4,-0.7,-2,93

# 7 compounds already listed, ordered by molar mass, ascending:
SMILES,Cardio protect,Glyco luc inh,ABHD5-PLIN5 inh,m5-HT2A agonist,MC4R antagonist,PDI inh,Granule exo inh,MC4R ag barr,CaV13 ICDI inh,ABCB6 inh 2
O=C1NC(=O)C2(CCCCCC2)N1,-5,-1,-7,-2,8,11,2,-1.8,-9,99
Cc1ccc(-n2nnc(-c3nccs3)n2)cc1,-21,-22,8,-4,2,4,12,0.5,-5,91
c1ccc2[nH]c(Cn3nnc4ccccc43)nc2c1,20,2,-5,-3,4,-6,59*,-0.8,-11,85
Cc1cc(OCCOCCN(C)C)ccc1Cl,-1,0,3,-2,-3,-7,-6,-0.9,-17,100
CCOC(=O)c1cc([N+](=O)[O-])sc1NC(=O)CC,1,0,-2,0,-5,-2,4,-3.0,-2,95
Cc1ccc(NC(=O)NNC(=O)c2cc3ccccc3cc2O)cc1C,2,2,-2,-5,1,-14,17,-1.1,-7,103
NC(=O)[C@H]1CC2(CC(c3cccc(NC(=O)CC(c4ccccc4)c4ccccc4)c3)=NO2)CN1C(=O)c1ccccc1C(=O)c1ccccc1 (stereo partly specified),5,-1,17,-4,2,0,10,-0.6,-10,91

# Following part:
SMILES,Cardio protect,Glyco luc inh,ABHD5-PLIN5 inh,m5-HT2A agonist,MC4R antagonist,PDI inh,Granule exo inh,MC4R ag barr,CaV13 ICDI inh,ABCB6 inh 2
CCn1ncc(/C=N/NC(=O)c2cc(Cl)ccc2OC)c1C,-6,2,-1,-2,2,-9,-2,-1.0,-5,97
COc1ccc(-c2coc3cc(O)cc(O)c3c2=O)cc1,-22,-5,0,5,-12,0,8,0.9,-5,105
COc1ccc2c(c1)OC[C@H]1[C@H]2N2C(=O)CN(Cc3ccc(F)cc3)C(=O)[C@@]2(C)[C@H]1c1ccccc1,-3,-3,6,2,11,4,-7,-0.2,-7,95
Cc1cccc2c1NC(=O)C2(O)N1CCCC(C)C1 (stereo unspecified),3,0,4,12,6,-1,-1,-1.1,-4,94
CC(=O)Nc1nc2cc([N+](=O)[O-])ccc2s1,1,2,-4,-9,-4,-6,-2,-1.1,-9,93
CC(=O)Nc1ccc(S(=O)(=O)N[C@@H](C)C(=O)OCc2cc([N+](=O)[O-])cc3c2OCOC3)cc1,0,0,1,2,2,2,-2,-1.0,-7,91
Cc1ccc2ncccc2c1,2,-1,2,-2,8,x,0,-1.1,x,102
CC(=O)Nc1ccc(S(=O)(=O)NC2(C(F)(F)F)NC(=O)N(Cc3ccccc3)C2=O)cc1 (stereo unspecified),7,2,-3,-1,3,3,-2,-3.0,-6,97
CC(=O)Nc1ccc(-c2nnc(SCc3ccccc3C#N)n2C)cc1,3,6,-2,-3,0,-1,0,-1.1,-7,90
O=C(O)c1ccccc1-c1ccccc1C(=O)Nc1ccc2oc(=O)c3ccccc3c2c1,-5,0,-3,2,-10,5,2,-2.0,-6,99
COc1ccc(C(N)=O)c(OCC(=O)Nc2cc(C)on2)c1,7,-1,3,6,2,12,-1,-2.0,-3,105
Cc1noc(C)c1CSCC(=O)Nc1nc2ccc(S(C)(=O)=O)cc2s1,-2,-3,2,-1,16,8,1,-0.6,-6,95
O=C(NCc1cccnc1)C(=O)Nc1nc2ccccc2s1,8,1,2,-1,30*,12,-16,-0.6,0,103
CCOc1ccc(S(=O)(=O)N(CC(=O)NCC(F)(F)F)Cc2ccco2)cc1,10,1,0,9,6,6,7,1.9,-4,104
COC(=O)c1sc(S(=O)(=O)N2CCC(C(N)=O)CC2)c(C(=O)OC)c1C,3,-2,1,2,8,3,2,-0.8,-3,94
c1ccc(COc2ncnc3c2ncn3CCCN2CCN(c3ccccn3)CC2)cc1,1,-1,0,7,8,-4,-1,-1.3,-6,96
CCOC(=O)N1CCN(/C=C(\C#N)c2nc3ccccc3s2)CC1,1,0,1,4,1,0,-4,-1.2,-5,121
CCC(C)[C@H](NC(=O)NCc1ccco1)C(=O)OC (stereo partly specified),2,2,10,-1,1,0,-3,-1.0,-2,100
O=C1S/C(=C\c2ccc(Cl)cc2)C(=O)N1CCn1cnnn1,-1,0,-5,4,-3,2,0,-0.6,-4,90
O=[N+]([O-])c1ccccc1S(=O)(=O)N1CCN(Cc2ccc3c(c2)OCO3)CC1,0,-1,-1,-2,0,12,-2,-4.0,5,101
O=C(CNC(=O)c1cccs1)NC1=NCCS1,11,0,7,10,1,20,2,-1.6,-10,96
O=C(CSc1nnc(-c2c[nH]c3ccccc23)n1-c1ccc(F)cc1)NCc1ccco1,8,4,11,0,-4,-2,9,0.7,-6,95
Cc1ccc(CNC(=O)CCCC(=O)O)cc1,0,1,2,0,1,-4,6,-0.6,-8,96
O=C(NC1CCC1)C1CCC(=O)N(Cc2ccc(Cl)cc2)C1 (stereo unspecified),6,1,-3,-4,12,10,1,1.4,-11,97
COC(=O)Nc1cc(C)n(-c2ccccc2)n1,5,1,13,-2,8,3,1,-1.5,0,90
COc1cccc(CNC(=O)c2ccc(S(=O)(=O)N3CCOCC3)cc2)c1,5,-4,8,8,2,0,-2,-0.6,-6,99
CN(C)c1ccc(/C=N/N(CCO)C2=NS(=O)(=O)c3ccccc32)cc1,2,3,0,4,4,-9,8,-0.9,-31,103

# Not a retest: four of the compounds above.
SMILES,Cardio protect,Glyco luc inh,ABHD5-PLIN5 inh,m5-HT2A agonist,MC4R antagonist,PDI inh,Granule exo inh,MC4R ag barr,CaV13 ICDI inh,ABCB6 inh 2
O=C(NC1CCC1)C1CCC(=O)N(Cc2ccc(Cl)cc2)C1 (stereo unspecified),6,1,-3,-4,12,10,1,1.4,-11,97
COC(=O)Nc1cc(C)n(-c2ccccc2)n1,5,1,13,-2,8,3,1,-1.5,0,90
COc1cccc(CNC(=O)c2ccc(S(=O)(=O)N3CCOCC3)cc2)c1,5,-4,8,8,2,0,-2,-0.6,-6,99
CN(C)c1ccc(/C=N/N(CCO)C2=NS(=O)(=O)c3ccccc32)cc1,2,3,0,4,4,-9,8,-0.9,-31,103

# From PubChem
